aSyn UTR inh: MLPCN primary screen, SNCA 5' untranslated region. alpha-synuclein 5'UTR reporter, inhibitor activity. inhibition, % (tested at 7.5 µM). 300,000 compounds, 0.82% hits. AID 1813; in the data active means inhibition above about 60%;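 further: H4 neuroglioblastoma cells stably carrying SNCA 5'UTR luciferase fusion; 0% = DMSO wells and 100% = positive control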
HIF activator: HIF pathway transcriptional activation; activation, % at 7.5 µM (by protocol); 300,000 compounds, 0.32% hits; U2OS HRE-luciferase reporter, luminescence; normalized: DMSO 0%, desferrioxamine 100%;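 active means mean activation of at least 10% of the iron chelator positive control signal, with at least half of replicates also reaching 10%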
SKKanGAS inh: SKKanGAS growth inhibition; inhibition, % at 7.5 µM; 300,000 compounds, 1.3% hits; S. pyogenes SKKanGAS, kanamycin growth, BacTiter-Glo, 6 h;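 active means mean replicate score, as percent of positive control median, at least 50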;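 further: strain carries kanamycin resistance gene driven by streptokinase promoter and grows in 40 µg/ml kanamycin; loss of luminescence reflects streptokinase promoter inhibition or plain growth inhibition; 0% = median of DMSO wells and 100% = positive control at its reference dose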
AI-2 QS mod: modulators of Vibrio harveyi AI-2 quorum sensing system; Vibrio harveyi JMH597 AI-2 luminescence/OD600 ratio, 9 h; active compounds read low; strain lacks LuxN and CqsS sensors; 0 = neutral-control median; activity change, % at 7.5 µM; 300,000 compounds, 0.4% hits; in the data active means activity change below about -75%, passing the limit was not always enough;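 further: luminescence divided by OD600 gain over 9 h not by final OD600 alone; inactives centre near 13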
KLF5 inhibitor: suppresses KLF5 promoter-driven expression; DLD-1 KLF5 promoter-luciferase reporter, luminescence; inhibition, % at 5 µM; 290,000 compounds, 0.23% hits;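 active means inhibition above a per-plate limit of that plate's mean compound inhibition plus 3 SD, cut at about 60% in these data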;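 further: 0% = DMSO wells and 100% = LY294002 at 200 µM; higher means less KLF5 promoter-driven luciferase light; inactives centre near -14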
HSP90 refold inh: inhibitors of HSP90 luciferase refolding in rabbit reticulocyte lysate; inhibition, % at 5.6 µM; AID 1789; luciferase refolding luminescence, 3 h; 290,000 compounds, 0.91% hits;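 active means inhibition above the screen-wide mean plus 3 SD, computed separately per campaign, cut at about 16% in these data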;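 further: 0% = DMSO wells and 100% = 60 µM geldanamycin wells; inhibitors lower the luminescence because luciferase stays unfolded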
Platelet DG rel: platelet dense granule release activity; AID 1663; 300,000 compounds, 0.22% hits; human platelet-rich plasma, SFLLRN dense granule ATP release, luminescence; inhibition, %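 (compounds screened at 7.5 µM in platelet-rich plasma)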;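 active means mean replicate score, as percent of positive control, at or above 50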
IEC-6 tox: counter-screen for KLF5 inhibitors: cytotoxicity in IEC-6 cells | IEC-6 cytotoxicity, luminescence viability | inhibition, % at 5 µM | 290,000 compounds, 0.78% hits; in the data active means inhibition above about 22%;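 further: 0% = plate median of test compound wells and 100% = cytotoxic reference compound wells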
HSF1 inhib: HSF1 inhibition; NIH3T3-HGL HSE-luciferase, MG132-induced, luminescence 8 h; active compounds read low; AID 2098; 300,000 compounds, 0.77% hits; activity change, negative = inhibition, % at 7.5 µM (by protocol);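 active means more than half of replicate wells show activity change below -50%, luminescence cut by over half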;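 further: luciferase reports HSF-1 transcriptional activity via heat shock element; 0% = median of DMSO wells and -100% = zero luminescence signal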
HSF-1 act: increases HSF-1 driven luciferase reporter signal | NIH3T3-HGL HSF-1 luciferase reporter, MG132, 8 h; 100% = twice DMSO control signal | activation, % at 9 µM | 300,000 compounds, 1.7% hits | AID 504408;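 active means mean replicate activation of at least 50% with a set share of replicates each reaching 50%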;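 further: 0% = median of the neutral control wells and 100% = twice that signal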
An asterisk follows results filed as active; . = not tested or not shown.

structure	SKKanGAS inh	AI-2 QS mod	IEC-6 tox	HSF-1 act	HIF activator	KLF5 inhibitor	aSyn UTR inh	Platelet DG rel	HSF1 inhib	HSP90 refold inh
Cc1ccc(NC(=O)C(=O)c2c[nH]c3ccccc23)cc1	1	-26	4	84*	-25	-160	-169	-6	55	10
O=C(c1cc(COc2ccc(F)c(F)c2)on1)N1CCN(C/C=C/c2ccccc2)CC1	10	-42	-6	26	-0.2	-13	20	-1	14	0
O=C(C1CCCN1S(=O)(=O)c1ccc(Cl)cc1)N1CCCCC1 (configuration not stated)	0	1	2	22	-0.1	-9	10	-2	1	-4
O=C(O)c1ccn(Cn2cnc3ccccc32)n1	-14	40	-1	-80	-0.5	0	-17	-14	-75*	0
Cc1ccc(NC(=O)c2ccc([N+](=O)[O-])o2)cc1S(=O)(=O)N1CCOCC1	25	59	14	75*	0.6	-32	-24	-3	66	1
COc1ccc(C2C(C(=O)N3CCCC3)CC(=O)N2c2ccc(OC)cc2)cc1 (configuration not stated)	-5	19	1	7	-1.6	16	-7	-1	-13	0
O=C(c1ccco1)N1CCN(Cc2cccc(F)c2)CC1	-3	17	0	0	-2.2	-5	2	3	-4	0
Cc1ccc(-c2cc(C(=O)NC3CCN(Cc4ccccc4)CC3)c3ccccc3n2)cc1	-12	15	.	12	0.3	.	-15	4	11	.
COC(=O)c1ccc(NC(=O)CN(c2ccc(OC)cc2)S(C)(=O)=O)cc1	6	20	7	30	6.6	-26	-176	2	21	0
CC1Cc2ccccc2N1C(=O)CNc1ccccc1N1CCCCC1 (configuration not stated)	5	10	-4	33	-0.3	-26	-6	-3	1	1
O=C(NNC(=O)c1ccc(-c2ccccc2)cc1)c1ccccc1	0	17	-9	41	0.0	-36	-64	5	13	1
Cc1nc2ccccc2c(=O)n1CCc1ccc(O)cc1	-3	-8	1	-3	-0.3	-14	8	-4	-3	9
COc1ccc(N2CCN(CC(O)COCc3ccccc3)CC2)cc1 (configuration not stated)	9	10	9	20	0.6	-13	14	-6	-1	6
CN1CCN(C(=O)CCC(=O)NCc2ccc(F)cc2)CC1	2	2	3	-14	-1.4	-30	-5	-8	-6	4
COCCNC(=O)CN(C(=O)Cn1nnc2ccccc21)c1ccccc1C	7	2	-1	0	-0.2	-17	-23	-1	5	-1
C=CCn1c(Cc2ccc(OC)cc2)nnc1SCc1nc2ccccc2c(=O)[nH]1	-4	24	0	9	-0.4	2	11	0	0	0
COc1cccc(/C=N/Nc2snc(SC)c2C#N)c1O	27	20	7	42	2.3	-83	-157	35	28	-1
CN(Cc1c(C(=O)N/N=C/c2ccc(O)cc2)nnn1-c1nonc1N)c1ccccc1	-6	-2	9	1	-0.6	-25	-9	0	-1	2
O=c1c(C(c2nnnn2C2CCCCC2)N2CCCCC2)coc2ccc(Cl)cc12 (configuration not stated)	11	29	-3	18	-0.8	-14	8	-7	14	2
COCCCNC(=O)CCc1ccc(S(=O)(=O)Nc2ccc(C)cc2)cc1	0	14	1	0	0.0	-16	23	3	-1	4

Given with two lines to a compound: 3 of the compounds above
Every second line gives: SKKanGAS inh | AI-2 QS mod | IEC-6 tox | HSF-1 act | HIF activator | KLF5 inhibitor | aSyn UTR inh | Platelet DG rel | HSF1 inhib | HSP90 refold inh
O=C(C1CCCN1S(=O)(=O)c1ccc(Cl)cc1)N1CCCCC1 (configuration not stated)
→ 0 | 1 | 2 | 22 | -0.1 | -9 | 10 | -2 | 1 | -4
O=C(O)c1ccn(Cn2cnc3ccccc32)n1
→ -14 | 40 | -1 | -80 | -0.5 | 0 | -17 | -14 | -75* | 0
Cc1ccc(NC(=O)c2ccc([N+](=O)[O-])o2)cc1S(=O)(=O)N1CCOCC1
→ 25 | 59 | 14 | 75* | 0.6 | -32 | -24 | -3 | 66 | 1

Record cards (already shown). Order of screens: SKKanGAS inh, AI-2 QS mod, IEC-6 tox, HSF-1 act, HIF activator, KLF5 inhibitor, aSyn UTR inh, Platelet DG rel, HSF1 inhib, HSP90 refold inh
Record of C=CCn1c(Cc2ccc(OC)cc2)nnc1SCc1nc2ccccc2c(=O)[nH]1 → -4, 24, 0, 9, -0.4, 2, 11, 0, 0, 0
Record of COC(=O)c1ccc(NC(=O)CN(c2ccc(OC)cc2)S(C)(=O)=O)cc1 → 6, 20, 7, 30, 6.6, -26, -176, 2, 21, 0

Next structures:
structure	SKKanGAS inh	AI-2 QS mod	IEC-6 tox	HSF-1 act	HIF activator	KLF5 inhibitor	aSyn UTR inh	Platelet DG rel	HSF1 inhib	HSP90 refold inh
Cc1ccc(NC(=O)C2CCCN2C(=O)OC(C)(C)C)cc1C (configuration not stated)	21	16	-4	1	-0.1	-11	-2	1	4	0
Cc1c(/C=N/Nc2nc3ccccc3[nH]2)c2ccccc2n1C	88*	16	18	332*	7.8	-60	-61	5	263	3
CCCCc1nnc(SCC(=O)Nc2nccs2)n1CC	-1	3	1	-7	-3.1	2	2	5	8	0
O=C(CSc1ncn[nH]1)NCCc1ccc(Cl)cc1	-8	11	1	-12	-0.2	-17	8	-7	-6	0
Cc1ccc(S(=O)(=O)N2CCCOC2CNC(=O)C(=O)NCc2ccncc2)cc1 (configuration not stated)	-4	8	6	-2	0.1	14	12	-8	0	-3
CCn1nc(C)c(Br)c1C(=O)Sc1ccccc1Cl	-3	1	-1	-11	-0.7	-13	0	-3	12	-3
COc1ccccc1N1CCN(Cc2ccc(O)c3ncccc23)CC1	43	-42	1	16	27*	10	77*	11	-5	4
CC1(c2ccc([N+](=O)[O-])cc2)CC(C)(C)N(C(=O)c2ccccc2)c2ccccc21 (configuration not stated)	46	10	3	17	0.3	-7	14	1	-7	0
CC(C)(C)OC(=O)[C@H](Cc1ccccc1)NC(=O)c1[nH]cnc1C(=O)Nc1ccc(Cl)cc1	91*	9	.	-8	-0.3	.	16	4	3	.
CCCCN1CNC(=S)N(c2ccccc2OCC)C1	-14	5	-4	39	-0.2	1	-3	-18	7	1
Cc1nc(NC(=O)CN2CCOCC2)sc1-c1ccccc1	-2	12	-2	33	1.5	-80	-74	-30	23	-2
COCCn1c(CN2CCN(C(=O)c3ccco3)CC2)nc2c1c(=O)n(C)c(=O)n2C	-13	30	-5	-6	-0.2	8	5	-4	-4	3
COC(=O)c1ccc(OCCn2cnc3ccccc3c2=O)cc1	-6	26	1	28	0.7	-34	-51	14	9	2
COc1ccc(/C=N/n2c(-c3n[nH]c4c3CCC4)n[nH]c2=S)cc1	9	28	-1	-8	0.1	6	-10	20	5	-4
CCN(CC)S(=O)(=O)c1cccc(C(=O)N[C@H](C(=O)OCC(=O)Nc2ccccc2)C(C)C)c1	3	-2	9	-13	-0.2	-2	-24	0	6	5
CCOc1ccccc1OCCCC(=O)Nc1nc2ccccc2[nH]1	-3	9	-1	1	0.7	-11	-23	4	3	-2
CC(C)Sc1nnc(Cn2c(=O)sc3ccccc32)n1-c1ccccc1	-1	23	0	6	0.1	0	7	2	-2	-3
CSc1ncccc1C(=O)OCC(=O)c1ccc(S(=O)(=O)N2CCCCC2)cc1	-6	22	.	-6	-0.2	.	-5	7	-4	.
CCCCOc1ccc(C(=O)N2CCC(C)CC2)cc1	-2	3	-4	20	0.0	-15	-35	-2	7	-1
CCN(CC)CC(=O)Nc1sc(C)cc1C(=O)c1ccc(C)cc1	-13	4	1	7	-0.8	-19	7	5	4	0

Some of these compounds in order of SMILES length, rising:
structure	SKKanGAS inh	AI-2 QS mod	IEC-6 tox	HSF-1 act	HIF activator	KLF5 inhibitor	aSyn UTR inh	Platelet DG rel	HSF1 inhib	HSP90 refold inh
CCOc1ccccc1OCCCC(=O)Nc1nc2ccccc2[nH]1	-3	9	-1	1	0.7	-11	-23	4	3	-2
Cc1ccc(NC(=O)C2CCCN2C(=O)OC(C)(C)C)cc1C (configuration not stated)	21	16	-4	1	-0.1	-11	-2	1	4	0
COc1ccc(/C=N/n2c(-c3n[nH]c4c3CCC4)n[nH]c2=S)cc1	9	28	-1	-8	0.1	6	-10	20	5	-4

Carrying on.
structure	SKKanGAS inh	AI-2 QS mod	IEC-6 tox	HSF-1 act	HIF activator	KLF5 inhibitor	aSyn UTR inh	Platelet DG rel	HSF1 inhib	HSP90 refold inh
CN1CCN(NC(=O)c2cccc(Br)c2)CC1	3	26	2	-4	0.1	-10	21	9	-2	5
CCN(CC(=O)Nc1ccc(OC)cc1)C(=O)c1cc(S(=O)(=O)N(C)C)ccc1N1CCCC1	-10	13	.	-3	0.0	.	19	-1	-7	.
COc1cc(OC)cc(-c2nnc(SCc3cccc(C(=O)O)c3)o2)c1	2	.	-2	-26	-0.3	7	41	3	-10	1
CCCc1cc(=O)[nH]c(SCC(=O)NCc2ccc3c(c2)OCO3)n1	0	22	1	7	-0.1	-10	-3	3	2	-1
CC(C)Cn1c(=O)c(CCC(=O)Nc2ccc(N3CCOCC3)cc2)nc2cc(Cl)ccc21	3	8	4	-20	-0.1	-21	27	0	-5	1
COc1ncnc2c1N[C@@](C)(O)c1c(F)c(F)c(F)c(F)c1S2	-9	-37	-5	-6	0.3	-10	23	0	-4	-1
N/C(=N\OC(=O)CCc1ccccc1)c1ccccc1Cl	8	-85*	-10	39	2.2	-30	-70	-3	13	-4
O=c1[nH]c(=S)[nH]c2nc(-c3cccs3)cc(C(F)(F)F)c12	16	16	5	0	0.7	-26	33	-4	-1	3
O=C1NC(c2ccccc2)=C(c2nc3ccccc3s2)C(c2ccc(O)cc2)N1 (configuration not stated)	6	29	-5	24	0.0	-34	-5	2	18	0

Screening data (PubChem)
